Assay outcomes from PubChem.
N370S GC mod = inhibits or activates N370S mutant glucocerebrosidase; N370S GC spleen homogenate, 4MU-glucoside fluorescence; Potency, µM (titrated, usually from 59.4 µM), for inactives: at the top dose activity change, negative = inhibition, hits mostly inhibitors; 330,000 tested, 0.092% active;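 also: 0% = full enzyme activity and -100% = no enzyme basal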
FEN1 inh = blocks human flap endonuclease 1. P39748. Recombinant FEN1 flap cleavage, fluorescence, 15 min. Potency, µM (titrated, usually from 114 µM), inactives show top-dose activity change, negative = inhibition, most hits filed as inhibitors. 390,000 tested, 0.35% active; also: nearly all actives have a fitted effect of over 65% in size
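FEN1 at 10 nM, compound pretreatment for 15 min (room temperature), 50 nM final substrate to initiate; endpoint reads at 0 and 15 min; DMSO-only plates used as vehicle background.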
KAT2A inh = inhibitors of human GCN5L2 histone acetyltransferase; Q92830; GCN5L2 HAT assay, ThioGlo1 CoA-SH fluorescence; Potency, µM (titrated, usually from 58.9 µM), inactives show at the highest dose activity change, negative = inhibition, hits mostly inhibitors; 390,000 tested, 0.21% active; AID 504327
Target sequence (Q92830 whole entry, looked up): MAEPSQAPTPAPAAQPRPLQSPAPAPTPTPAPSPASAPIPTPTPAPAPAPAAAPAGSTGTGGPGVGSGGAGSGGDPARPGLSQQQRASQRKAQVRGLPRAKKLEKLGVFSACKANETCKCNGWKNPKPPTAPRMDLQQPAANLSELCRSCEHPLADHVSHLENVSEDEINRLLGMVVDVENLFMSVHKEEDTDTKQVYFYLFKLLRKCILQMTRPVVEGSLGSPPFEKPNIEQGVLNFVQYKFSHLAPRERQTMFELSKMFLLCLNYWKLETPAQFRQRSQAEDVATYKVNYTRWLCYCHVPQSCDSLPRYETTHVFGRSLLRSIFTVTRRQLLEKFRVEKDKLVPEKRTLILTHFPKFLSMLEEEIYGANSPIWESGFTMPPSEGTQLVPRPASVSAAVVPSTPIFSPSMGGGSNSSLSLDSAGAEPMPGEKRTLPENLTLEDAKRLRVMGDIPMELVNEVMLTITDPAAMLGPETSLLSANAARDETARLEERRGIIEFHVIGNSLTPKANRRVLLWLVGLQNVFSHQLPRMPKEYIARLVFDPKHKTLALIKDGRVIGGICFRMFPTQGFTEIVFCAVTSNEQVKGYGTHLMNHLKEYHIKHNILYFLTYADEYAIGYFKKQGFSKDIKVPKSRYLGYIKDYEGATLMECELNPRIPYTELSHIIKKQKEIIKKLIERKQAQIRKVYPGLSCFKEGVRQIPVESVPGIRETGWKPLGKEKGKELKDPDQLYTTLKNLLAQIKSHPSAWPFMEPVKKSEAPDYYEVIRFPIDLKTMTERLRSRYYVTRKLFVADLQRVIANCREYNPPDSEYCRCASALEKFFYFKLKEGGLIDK
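Free CoA generated was detected with ThioGlo1 (50uM) fluorescence at Ex340nm/Em540nm, read immediately and after 20 min at room temperature. Enzyme, 20 nM in HEPES pH 7.5 buffer, saw compounds 15 min before adding 75uM H3(1-25) peptide and 70uM acetyl-CoA.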
* = called active by the depositor; ? = inconclusive; . = no result given; & = joins results of further samples; [ ] = another dose, or the depositor's remark. Calls follow the shape of the dose curve; as a rule, active = well fitted curve in the direction sought with a large enough effect; inconclusive = small, poorly fitted or top-dose-only effect, or another doubt; inactive = no such curve, though single readings can be large; an effect the other way counts as inactive or inconclusive. Unless noted, % is scaled to controls: 0 for no effect and ±100 for the full control effect; potency is read from the fitted curve at half-maximal effect.

KAT2A inh,N370S GC mod,Structure,FEN1 inh
-10%,.,COc1ccccc1NC(=O)c1cnc(SCC(=O)N2CCCc3ccccc32)n(C)c1=O,-12%
-7%,1%,O=C(O)c1ccc(/C=N/NC(=O)c2cc(-c3cccs3)nc3ccccc23)cc1,-1%
7%,-5%,CCN(CC)C(=O)N1CCN(Cc2ccc3c(c2)OCO3)CC1,-3%
-4%,-14%,COc1ccc2nc(NC(=O)C(NS(=O)(=O)c3cccc4nsnc34)C(C)C)sc2c1 (centres undefined),-4%
-10%,-10%,Cc1cc(/C=N/NC(=O)c2ccsc2)c(C)n1-c1cnccn1,14%
-9%,.,O=S(=O)(N=C(NS(=O)(=O)c1ccc(Cl)cc1)c1ccccc1)c1ccc(Cl)cc1,-1%
-2%,-3%,Cc1ccc(C2CC(C(F)F)n3ncc(C(=O)Nc4cnn(Cc5ccccc5C)c4)c3N2)cc1 (centres undefined),-9%
-8%,-5%,CC(C)(C)S(=O)(=O)/C(C#N)=N/Nc1ccc(S(C)(=O)=O)cc1,-9%
-5%,-12%,CC(C)(C)c1ccc(C(=O)NCC(=O)OCC(=O)Nc2ccc3c(c2)OCCO3)cc1,1%
1%,-10%,Cc1nnc(SCC(=O)N(C2CCCCC2)C2CCS(=O)(=O)C2)n1N (centres undefined),5%
-7%,-23%,Cc1ccc(C(C(=O)NC(C)(C)C)N(C(=O)CCC(=O)Nc2ccccn2)c2ccccc2F)cc1 (centres undefined),-19%
-2%,-14%,O=C(Nc1ccc2c(c1)OCO2)C1CCN(C(=O)c2ccc(Br)cc2)CC1,4%
-3%,7%,CC(=O)Nc1ccc(C(=O)NCCCOC(C)C)cc1,-2%
2%,8%[2.35 µM],CC1(C)CC(=O)C2(CC3=C(CC(C)(C)CC3=O)O2)C(=O)C1,-11%
-15%,-17%,N#Cc1ccc(CN2CC3(CCN(C(=O)c4cc(C(F)(F)F)cc(C(F)(F)F)c4)CC3)C2)cc1,.
-18%,4%,Cc1onc(-c2c(F)cccc2Cl)c1C(=O)N1C=CC(C(F)(F)F)=NCC1,-2%
0%,.,CC(=O)N1CCCc2cc(S(=O)(=O)N3CCC(C(=O)NCCC(C)C)CC3)ccc21,-7%
-4%,-2%,Cc1ccccc1Nc1nnc(SCC(=O)N(C)C2CCS(=O)(=O)C2)s1 (centres undefined),7%
11%,-5%,C#CCOCCOCCOCCNc1nc(N2CCN(C(=O)[C@H](CCC(=O)O)n3cc(C(N)CC(C)C)nn3)CC2)nc(N2CCN(C(=O)[C@H](CCC(=O)O)n3cc(C(N)CC(C)C)nn3)CC2)n1 (some centres undefined),-12%
-20%,8%,COc1ccc(-c2ccc(=O)n(Cc3cccc([N+](=O)[O-])c3)n2)cc1,?
0%,.,Cc1nn(-c2ccccc2)c2c1N(CC(=O)N1CCN(c3ccc(Cl)cc3)CC1)C(=O)CS2,-3%
-8%,21%,Cn1c(O)c(N=NC(=O)C2COc3ccccc3O2)c2ccccc21 (centres undefined),-1%
-2%,2%,O=C(N[C@H](C(=O)O)c1ccccc1)C1CCC(Cn2cnc3ccccc3c2=O)CC1 (some centres undefined),13%
-22%,-7%,Cc1cccc(NS(=O)(=O)c2cc3c4c(c2)CCC(=O)N4CCC3)c1,-12%

Grouped by structure, the entries above with a CF3 group.
KAT2A inh,N370S GC mod,Structure,FEN1 inh
-15%,-17%,N#Cc1ccc(CN2CC3(CCN(C(=O)c4cc(C(F)(F)F)cc(C(F)(F)F)c4)CC3)C2)cc1,.
-18%,4%,Cc1onc(-c2c(F)cccc2Cl)c1C(=O)N1C=CC(C(F)(F)F)=NCC1,-2%

Further compounds follow.
KAT2A inh,N370S GC mod,Structure,FEN1 inh
-3%,9%,COC(=O)/C(C#N)=C/c1occc1C,7%
-2%,4%,CCOc1ccccc1-c1nnc(SCC(=O)NC2CC3CCC2C3)n1CC (centres undefined),-2%
0%,.,O=C(CSC1=Nc2ccccc2C2CC=NN12)NCc1ccco1 (centres undefined),14%
-14%,.,CC(=O)c1cccc(NC(=O)c2oc3c(c2C)-c2nn(Cc4ccc(Cl)cc4)cc2CC3)c1,12%
-5%,-2%,COc1cccc(-c2nc(CS(=O)(=O)CC(=O)NCc3ccc4c(c3)OCO4)c(C)o2)c1,-9%
-6%,.,CC(C)Oc1ccc(C(=O)N2CCC(c3nc4ccccc4s3)CC2)cc1,16%
-7%,4%,Cc1cccc(OCCSc2nnc(-c3ccoc3C)n2C)c1,6%
?,27%,O=C1OCCN1C(=O)[C@H]1[C@H](c2ccc(F)cc2)C(c2ccccc2)=NN1c1ccc(Br)cc1,-20%
-10%,-1%,Cc1ccc(S(=O)(=O)Nc2ccc(O)c3ncccc23)cc1,13µM*
-2%,-26%,Cc1nn(C)c(C)c1Sc1ccc(Br)cc1,5%
-19%,15%,NC(=O)c1cccc2cc3ccccc3cc12,1%
4%,-2%,CC(=O)c1c(C)[nH]c(C(=O)OCC(=O)N2CC(=O)Nc3ccccc32)c1C,2%
-10%,-1%,S=c1[nH]nc(-c2ccco2)n1/N=C/C=C/c1ccco1,-30%
-5%,1%,O=C(Nc1ccc2c(c1)OCO2)c1noc2c1CCCC2,6%
2%,15%,C=CCn1c(SCc2ccccc2Cl)nnc1-c1sc2nc(C)cc(C)c2c1N,0%
-10%,12%,CC(C)N(C(=O)CSc1nc2ccccc2n1Cc1ccc(F)cc1)C(C)C,-1%
1%,-6%,CCOc1ccc(NC(=O)Cn2c(=O)n(CCCC(=O)NC3CCN(Cc4ccccc4)CC3)c(=O)c3ccccc32)cc1,-3%
-3%,.,O=C(Nc1ccc(S(=O)(=O)Nc2ccccc2)cc1)N1CCCC1,-3%
-3%,2%,c1ccc(-c2nnc(OCC3CCCO3)c3ccccc23)cc1 (centres undefined),-3%
-8%,?,c1ccc(C[C@H]2CNCCN2CCC23CC4CC(CC(C4)C2)C3)cc1,10%
1%&-12%,-4%&6%,CC(C)C[C@H](NC(=O)[C@H](Cc1ccccc1)NC(=O)CNC(=O)CNC(=O)[C@@H](N)Cc1ccc(O)cc1)C(=O)N[C@@H](CCCN=C(N)N)C(=O)N[C@@H](CCCN=C(N)N)C(=O)N[C@@H](CCC(N)=O)C(=O)N[C@@H](Cc1ccccc1)C(=O)N[C@@H](CCCCN)C(=O)N[C@H](C(=O)N[C@H](C(=O)N[C@H](C(=O)O)[C@@H](C)O)C(C)C)C(C)C,.
2%,0%,Cc1cccc(C)c1NC(=O)C1CC(=O)N(C(C)C)C1 (centres undefined),6%
-9%,11%,CCN1C(C)=C(C(=O)OC(C)C)C(c2ccccc2Cl)C2=C1COC2=O (centres undefined),.
-1%,3%,Cc1cccc(OCc2nnc(SCC(=O)NCCc3ccccc3)o2)c1,-1%
-19%,.,CCOc1ccc(S(=O)(=O)Nc2ccc3c(c2)CCCN3S(=O)(=O)c2ccc(C)cc2)cc1,1%
-7%,-9%,Cc1ccc(C(=O)NNS(=O)(=O)c2ccc(F)cc2)cc1,-8%
-1%,10%,Cc1ccc(OCc2nnc(SCC(=O)NCc3ccco3)n2C)cc1,-1%
-6%,-19%,CCOc1cc(/C=C/c2ccc3cccc([N+](=O)[O-])c3n2)ccc1OCC(=O)N(C)C,-3%
-8%,-2%,CN(C)S(=O)(=O)c1ccc(NC(=O)CN2CCCc3ccccc32)cc1,-8%
-3%,-8%,COc1cc(C(=O)N/N=C/c2sc(N3CCOCC3)nc2-c2ccccc2)cc(OC)c1OC,-34%
-14%,9%,CC(=NCC1CCCO1)C1=C(O)CC(C)(C)CC1=O (centres undefined),-4%
0%,-2%,O=C(c1cccc(F)c1)N1CCCN(C(=O)c2cccc(F)c2)CC1,6%
-24%,-21%,CCCCCc1cc(=O)oc2c(C(CCN3CCCC(C)C3)c3ccc(OC)cc3)c(OC)cc(OC)c12 (centres undefined),-18%
-4%,7%,Nc1nc(-c2ccccc2)cc(-c2ccccc2O)n1,-7%
-15%,0%,O=C(NNC(=O)c1cc2cc3ccccc3nc2s1)c1cccc(Cl)c1,-16%
11%,1%,COc1cccc(NCCC(=O)c2cccc([N+](=O)[O-])c2)c1,2%

Some of the entries so far, with tabs.
Molecule	KAT2A inh	N370S GC mod	FEN1 inh
CCOc1ccc(S(=O)(=O)Nc2ccc3c(c2)CCCN3S(=O)(=O)c2ccc(C)cc2)cc1	-19%	.	1%
Cc1ccc(C(=O)NNS(=O)(=O)c2ccc(F)cc2)cc1	-7%	-9%	-8%
Nc1nc(-c2ccccc2)cc(-c2ccccc2O)n1	-4%	7%	-7%
CC(=NCC1CCCO1)C1=C(O)CC(C)(C)CC1=O (centres undefined)	-14%	9%	-4%

(listing goes on)
KAT2A inh,N370S GC mod,Structure,FEN1 inh
-10%,17%,CC(=O)Nc1ccc2c(COC(=O)[C@H](C)N3C(=O)C4CCCCC4C3=O)cc(=O)oc2c1 (some centres undefined),2%
-14%,-15%,C=CCNc1sc(C(=O)C(C)(C)C)c(N)c1C#N,-12%
-7%,0%,Cc1ccc(C2CC(c3ccccc3Cl)n3nc(N)nc3N2)cc1 (centres undefined),18%
5%,.,COc1ccc(NC(=O)Cn2c(=O)oc3cc(S(=O)(=O)NC(C)C)ccc32)cc1OC,2%
0%,.,CCN(CC(=O)Nc1cc(Cl)ccc1-n1cncn1)Cc1nc2ccccc2c(=O)[nH]1,-1%
-15%,-7%,COc1cc(OC)cc(C(=O)N2CCN(C(=O)COc3ccc4ccccc4c3)CC2)c1,7%
-6%,.,Cc1ccc(NC(=O)CSc2nc3ccccc3n2CC(=O)N2CCC(C)CC2)cc1C,-1%
-5%,-6%,C=CCNC(=O)C1CC2Cn3c(nc4cc(C)c(C)cc43)C2N1C (centres undefined),5%
-2%,2%,O=[N+]([O-])c1ccc(N=Cc2c(O)ccc3ccccc23)cc1,?
-26%,-23%,CN(CCCC1CCCC1)C(=O)CC1C(=O)NCCN1Cc1cccc(F)c1F (centres undefined),-5%
?,5%,O=C(c1ccccc1)c1coc2ccc(O)c(Cl)c12,-7%
0%,24%,O=C(NCC1CCCO1)c1ccccc1-c1nc(-c2ccc(Cl)cc2)no1 (centres undefined),3%
-3%,.,C[C@@H](NC(=O)c1nc[nH]c1C(=O)OCc1ccccc1)c1ccccc1,5%
0%,-1%,Cc1ccccc1CC1(CO)CCCN(C(=O)c2ccccc2Cl)C1 (centres undefined),-8%
-2%,2%,COc1ccc(Oc2cc(C)c3cccc(C)c3n2)cc1,0%
-7%,7%,O=C1CN(C(=O)Cn2ncc(Cl)c(Cl)c2=O)c2ccccc2N1,1%
-5%,.,CCc1nn2c(=O)c(S(=O)(=O)Nc3ccc(C)cc3C)c(C)nc2s1,-3%
14%,4%,Cc1cc(Br)ccc1SCC(=O)OCC(=O)NCc1ccc2c(c1)OCO2,0%
-3%,2%,COc1ccc(CN2CCN(Cc3ccco3)CC2)cc1OC,-2%
-11%,-2%,COc1ccc(C(=O)O)cc1S(=O)(=O)N1CCSCC1,-5%
-10%,6%,CN(C)c1ccc(/C=C/C(=O)c2ccc3c(c2)OCCO3)cc1[N+](=O)[O-],-14%
-13%,6%,c1ccc(-c2nc(NCCCn3ccnc3)c3oc4ccccc4c3n2)cc1,-31%
-11%,-15%,COCCN1C(=O)C(=O)/C(=C(/O)c2ccc(S(=O)(=O)N3CCOCC3)cc2)C1c1cccc(O)c1 (centres undefined),-13%
3%,-3%,CC(C)c1c(C(=O)N/N=C/c2ccoc2)nnn1-c1nonc1N,22%
?,0%,COc1ccc(NC(=O)NNC(=O)C(C)Oc2ccc(C(C)C)cc2)c(OC)c1 (centres undefined),-3%
-9%,-2%,CC(=O)N1CCOc2cc(S(=O)(=O)NCc3ccccc3Cl)c(Cl)cc21,-9%
-22%,.,C[C@@H]1CN([C@H](C)CO)C(=O)Cc2cc(NS(=O)(=O)c3ccc(Cl)cc3)ccc2O[C@H]1CN(C)Cc1ccc(C(F)(F)F)cc1,?
-6%,-5%,COc1cccc(C2NC(=O)NC(C)=C2C(=O)Nc2cccc(C)c2C)c1 (centres undefined),-2%
-10%,.,Cc1nn(-c2nc(-c3ccccc3)cc(C(F)(F)F)n2)c(C)c1Cl,-22%
0%,0%,N#C/C(=C/c1ccccc1)c1nn(CCO)c(N)c1C#N,5%
-4%,1%,Cc1nsc2nc3c(F)c(F)c(F)c(F)c3cc12,6%
-22%,-22%,Cc1oc2c(C)c3oc(=O)c(CCC(=O)NCCCN4CCOCC4)c(C)c3cc2c1C,-2%

Ordered by count of non-hydrogen atoms (ascending): 3 of the compounds above.
KAT2A inh,N370S GC mod,Structure,FEN1 inh
0%,0%,N#C/C(=C/c1ccccc1)c1nn(CCO)c(N)c1C#N,5%
-10%,.,Cc1nn(-c2nc(-c3ccccc3)cc(C(F)(F)F)n2)c(C)c1Cl,-22%
-9%,-2%,CC(=O)N1CCOc2cc(S(=O)(=O)NCc3ccccc3Cl)c(Cl)cc21,-9%
